GAA glycogen mod: qHTS Assay for Inhibitors and Activators of Human alpha-Glucosidase Cleavage of Glycogen; AID 2100, 2009; hit rate 0.38% among 300,000; Potency, µM (top dose mostly 76.4 µM), for the others: at the top dose activity change, negative = inhibition, usual class: inhibitors; Lysosomal alpha-glucosidase (Homo sapiens), P10253; recombinant GAA, glycogen substrate, Amplex Red glucose oxidase fluorescence; active = well fitted inhibition curve with a large enough effect; inconclusive = small, poorly fitted or top-dose-only effect, or another doubt; inactive = no such curve, though single readings can be large or run the other way;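 also: 0% = full enzyme reaction and -100% = no-enzyme basal signal; the screen sought inhibitors and activators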
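qHTS, 1536-well; enzyme 4 nM final; cpd up to 77 uM; substrate bovine liver glycogen 30 ug; 50 mM citrate/phosphate pH 5.0, 0.01% Tween-20; 37 C, 40 min; Amplex Red detection 45 min RT; Hill fit → AC50.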
Starred values were filed as active, the others as inactive; u = inconclusive; & = joins results of further samples; [ ] = another dose, or the depositor's remark. Potency is read from the fitted curve at half-maximal effect.

SMILES	GAA glycogen mod
CN1CCN(C(=O)c2cccn(Cc3ccc(C(F)(F)F)cc3)c2=O)CC1	5.3%
Cc1ccccc1NC(=O)CN1CCN(Cc2ccccc2)CC1	-2.0%[76.3 µM]
COc1cccc(NC(=O)c2oc3ccccc3c2NC(=O)c2ccc(C(F)(F)F)cc2)c1	14.6%[76.3 µM]
Cc1cccc(C(=O)NNC(=O)c2ccccc2[N+](=O)[O-])c1	-3.1%[76.3 µM]
CCN1CCN(C(=O)C2CCCN(S(=O)(=O)c3cccc4nsnc34)C2)CC1 (stereo not given)	-0.7%[76.3 µM]
Cc1ccc(C)c(NS(=O)(=O)c2cc(C(=O)NCC3CCCO3)ccc2C)c1 (stereo not given)	-4.2%[76.3 µM]
CSc1cccc(NC(=O)CNS(=O)(=O)c2ccccc2)c1	-5.1%[76.3 µM]
COc1ccccc1N(CC(=O)Nc1ccc(S(=O)(=O)N2CCOCC2)cc1)S(C)(=O)=O	1.4%
O=C(Nc1ccc(N2CCCC2)cc1)c1ccccc1[N+](=O)[O-]	6.3%[76.3 µM]
Cc1ccc2nc(/C(C#N)=C/c3ccc(-c4cccc(Cl)c4)o3)[nH]c2c1	16.4%[76.3 µM]
Cc1cc(SCc2ccc(F)cc2)nc(=O)[nH]1	6.8%[76.3 µM]
Cc1ccc(Cl)cc1NS(=O)(=O)c1ccc2oc(=O)ccc2c1	-4.6%[76.3 µM]
O=C(O)c1cc(S(=O)(=O)Nc2cccc(Oc3ccccc3)c2)ccc1Br	5.5%
O=C(C1CCN(S(=O)(=O)c2ccccc2)CC1)N1CCN(Cc2ccc3c(c2)OCO3)CC1	-17.6%[76.3 µM]
COc1ccc(NC(=O)CSc2cn(CCNC(=O)c3c(F)cccc3F)c3ccccc23)cc1	-10.3%[76.3 µM]
O=C(Nc1ccc(N2CCCC2)cc1)c1ccc(Cl)cc1Cl	0.7%
CN1CCN(C(=O)/C=C/c2cccc(Cl)c2)CC1	-11.3%[76.3 µM]
CCOc1ccc2c(c1)c(=O)c(S(=O)(=O)c1ccc(CC)cc1)cn2CC	5.1%[76.3 µM]
COc1ccc(-c2cc(-c3ccccc3)nc(SCC(=O)Nc3ccccc3C)c2C#N)cc1	10.1%[76.3 µM]
Cc1cccc(Nc2nnc(-n3nc(C)cc3C)c3ccccc23)c1	-6.0%[76.3 µM]
O=C(COc1ccc(Br)cc1)N1CCNC1=O	-21.2%[76.3 µM]
CCc1cc(=O)oc2c3c(cc(OCC(=O)Nc4cccnc4)c12)OC(C)(C)CC3	-2.1%[76.3 µM]
COc1cccc(/C=C(/C#N)c2nc3ccccc3[nH]2)c1OC(C)C(=O)O (stereo not given)	0.0%
COc1ccc(C(=O)O)cc1NC(=S)NC(=O)/C=C/c1ccc(C(C)C)cc1	-1.5%
COc1ccc(NC(=O)CSc2nc(-c3cccs3)cc(C(F)(F)F)c2C#N)cc1	2.1%[76.3 µM]
COc1ccccc1CCC(=O)NNC(=O)c1ccccc1	-8.0%[76.3 µM]
O=C(/C=C/c1ccccc1)Nc1cc(NC(=O)/C=C/c2ccccc2)cc(C(=O)O)c1	-3.0%[76.3 µM]
COc1ccc(CNC(=O)CN(C(=O)CCC(=O)Nc2ccccn2)c2cccc(C)c2C)cc1	-2.7%[76.3 µM]
CCCNC(=O)c1ccc(N2CCC3(CC2)CC(c2ccccc2)=NO3)c(NC(=O)Cc2ccc(F)cc2)c1	-9.7%[76.3 µM]
Cc1cc(N=Nc2ccc3ccccc3c2)ccc1O	3.8%[76.3 µM]
Cc1oc2c(cc(NS(=O)(=O)c3ccc(F)cc3)c3ccccc32)c1C(=O)OCc1ccccc1	-4.0%[76.3 µM]
COc1ccc(NC(=S)N2CCC(C(=O)c3ccc(C)cc3)CC2)cc1	1.0%[76.3 µM]
Nc1nc(NCCO)nc(NCc2ccccc2)c1[N+](=O)[O-]	-4.3%
CCS(=O)(=O)N1CCN(S(=O)(=O)c2ccc(Cl)s2)CC1	0.9%[76.3 µM]
COc1ccccc1CC(=O)NCCCc1ccccc1	0.0%[76.3 µM]
COc1ccc(C(O)(CCN2CCOCC2)c2ccccc2)cc1 (stereo not given)	6.1%
COc1ccc(OC)c(S(=O)(=O)N2CCN(c3ccccc3)CC2)c1	-1.1%[76.3 µM]
COc1cc(C(=O)Nc2ccc3c(c2)ncn3C)cc(OC)c1OC	5.8%[76.3 µM]
CCCCN1C(=O)C2(OCCCO2)c2cccc(C)c21	16.4%[76.3 µM]
Cc1ccc(-n2ncc3c2CCCC3NC(=O)CCCN2CCCC2=O)cc1C (stereo not given)	1.1%[76.3 µM]
O=C(Nc1ccccc1C(F)(F)F)C1CCN(S(=O)(=O)c2ccccc2)CC1	13.7%[76.3 µM]
COc1cc(OC)cc(-c2nc3nc(C)c(CCC(=O)Nc4ccc(C)cc4C)c(C)n3n2)c1	21.3%[76.3 µM]
CCOC(=O)c1ccc(NC(=O)CCCc2nc(-c3ccccc3Cl)no2)cc1	5.6%[76.3 µM]
COc1ccccc1NC(=O)N1CCN(C(=O)c2ccco2)CC1	-1.3%[76.3 µM]
O=c1[nH]c([N+](=O)[O-])nn1C(c1ccccc1)c1ccccc1	-4.1%
Cc1ccccc1N1CCN(C2CCCN(C(=O)c3cc[n+]([O-])cc3)C2)CC1 (stereo not given)	-7.2%[76.3 µM]
COc1ccc(S(=O)(=O)N2CCN(c3cccc(C)c3C)CC2)c2ccccc12	4.6%[76.3 µM]
OC(CNCCc1ccc(Cl)cc1)COc1cc(Cl)ccc1Cl (stereo not given)	4.9%
COc1ccccc1N(CC(=O)N1CCCC1)S(=O)(=O)c1ccc(C)cc1	-14.6%
COc1ccc(-c2cc3nc(-c4ccc(Br)cc4)cc(C(F)(F)F)n3n2)cc1	-1.4%[76.3 µM]
CCN(Cc1ccccc1)S(=O)(=O)c1c(C(=O)N2CCCC2)c(C)n(C)c1C	-0.8%[76.3 µM]
O=S(=O)(Nc1cccc(C(F)(F)F)c1)c1ccc(NS(=O)(=O)c2ccc3c(c2)OCCO3)cc1	0.4%[76.3 µM]
CSCCC(C)N1CCC(Oc2ccc(C(=O)N3CCCC3)cc2)CC1 (stereo not given)	-8.0%[76.3 µM]
Cc1ccc2oc(C(=O)Nc3ccc(S(=O)(=O)Nc4nccc(C)n4)cc3)cc(=O)c2c1	15.2%[76.3 µM]
CCN(CC)Cc1c(C(=O)N/N=C/c2ccc(C)o2)nnn1-c1nonc1N	-10.3%
c1ccc2cc(Cn3ccnc3)ccc2c1	-2.7%[76.3 µM]
Cn1nccc1C(=O)Nc1cccc(S(=O)(=O)N2CCOCC2)c1	-5.7%[76.3 µM]
Cc1cc(C)c2cc(C(=O)N3CCN(c4ncccc4C(F)(F)F)CC3)[nH]c2c1	-3.7%
O=C(CSc1nnc(-c2cccnc2)o1)N1CCCCC1	-5.1%[76.3 µM]
O=c1c2ccccc2n(CC(O)CN2CCOCC2)c2ccccc12 (stereo not given)	2.2%
Going on with the list.
SMILES	GAA glycogen mod
CCCc1cc(=O)oc2c3c(cc(OCC(=O)NCCCn4ccnc4)c12)OC(C)(C)CC3	-17.2%[76.3 µM]
CCOC(=O)c1c(NC(=O)COc2cccc(C)c2C)sc2c1CCC(CC)C2 (stereo not given)	12.4%[76.3 µM]
O=C(NCc1ccccc1Cl)C1CCCN1S(=O)(=O)c1ccc(F)cc1 (stereo not given)	-11.9%[76.3 µM]
CCOc1ccccc1NC(=O)C1CCCN(S(C)(=O)=O)C1 (stereo not given)	1.3%[76.3 µM]
Fc1ccccc1Cc1cn2cc(-c3ccc(Cl)cc3)nc2s1	-5.5%[76.3 µM]
COC(=O)[C@H](c1ccccc1Cl)N1CCc2sccc2C1	14.3%[76.3 µM]
COc1cccc(CNc2ccc3[nH]c(=O)[nH]c3c2)c1OCc1ccc(F)cc1	u
CC(C)c1ccc(C2c3[nH]c4ccccc4c3C[C@H]3C(=O)N(c4ccccc4C(=O)N4CCC[C@H]4C(=O)O)C(=O)N23)cc1 (stereo not given in full)	-2.3%[76.3 µM]
CC1=C(C(=O)Nc2ccc(Cl)cc2)C(c2ccccc2F)n2nc(SCc3cccc(Cl)c3)nc2N1 (stereo not given)	-7.6%[76.3 µM]
COc1ccc(Cn2cc(C(=O)c3ccc(Cl)cc3)c(=O)c3cc4c(cc32)OCO4)cc1	7.6%[76.3 µM]
CCOc1ccc(CCNC(=O)c2ccc(CS(=O)Cc3cccc(Cl)c3)o2)cc1 (stereo not given)	7.0%&-5.3%[76.3 µM]
CC1=C(C(=O)Nc2cccnc2)C(c2cccc(F)c2)n2nc(SCc3ccccc3F)nc2N1 (stereo not given)	16.0%[76.3 µM]
OCCC1CN(Cc2cccc(F)c2F)CCN1CCc1ccccc1 (stereo not given)	10.6%[76.3 µM]
Cn1ccnc1SC(C(=O)O)c1ccccc1 (stereo not given)	-2.3%[76.3 µM]
CCn1c(=O)c2sccc2n2c(CCC(=O)N3CCN(c4ccc(C(C)=O)cc4)CC3)nnc12	10.8%[76.3 µM]
CCOc1ccccc1NC(=O)C(C)Sc1nc2c(c(=O)[nH]1)CCCC2 (stereo not given)	-10.5%[76.3 µM]
CCC(=O)N1CCc2cc(S(=O)(=O)N3CCCC3)ccc21	-5.3%[76.3 µM]
Cc1ccc2oc(C(=O)Nc3c(C(=O)c4ccc(C)c(F)c4)oc4ccccc34)cc(=O)c2c1	18.8%[76.3 µM]
CC(C)CNC(=O)[C@H]1N2C(=O)c3ccccc3C2SC1(C)C (stereo not given in full)	-6.1%
Cc1ccc(-c2noc(CSc3nnc(C)n3-c3ccc(C)c(C)c3)n2)cc1	-6.7%[76.3 µM]
Cc1ccc(-n2c(=O)c3ccc(C(=O)NCc4ccccc4Cl)cc3n(CC(=O)Nc3ccc(C)cc3C)c2=O)cc1	15.1%[76.3 µM]
CCCN1CCN(C(=O)CCc2nnc3ccc(N4CCN(c5cccc(OC)c5)CC4)nn23)CC1	u
Cc1ccc2c(c1)N(CC(=O)N1CCCC1)C(=O)C(C)O2 (stereo not given)	3.6%[76.3 µM]
O=C1NC(=Nc2ccccc2Cl)S/C1=C\c1cccc([N+](=O)[O-])c1	11.1%[76.3 µM]
CCCNC(=O)c1ccc2c(c1)N=C(C)c1c(C)ccc(C)c1S2	5.6%[76.3 µM]
CC(C)CC(=O)Nc1c2c(nn1-c1ccc([N+](=O)[O-])cc1)CS(=O)(=O)C2	3.8%
CCS(=O)(=O)N1Cc2ccccc2CC1C(=O)Nc1ccc(OC)cc1OC (stereo not given)	-3.7%
CCCC1=Nc2cc(C(=O)NCc3ccc(OC)cc3)ccc2Sc2ccc(C)cc21	11.6%[76.3 µM]
COc1ccc(/C=N/N2CCN(c3ccccc3OC)CC2)cc1Br	-26.7%[76.3 µM]
Cc1ccc(S(=O)(=O)CCC(=O)Nc2ccccc2Cl)cc1	4.5%
COc1ccccc1NC(=O)NC1(C(=O)N2CCN(C)CC2)CCCCC1	-6.9%[76.3 µM]
O=C(Cn1c(=O)n(-c2ccc(F)cc2)c(=O)c2sc3ccccc3c21)N1CCCC1	2.4%[76.3 µM]
O=C(CC1C(=O)NCCN1Cc1ccc(Cl)c(F)c1)NC1CCCCC1 (stereo not given)	0.0%[76.3 µM]
COc1ccc2c(CNCCc3ccco3)c(C(=O)O)n(Cc3ccc(C)cc3)c2c1	-6.6%[76.3 µM]
CCCn1c(SCC(=O)NC2CC2)nnc1-c1ccccn1	-3.3%
Cc1noc(C)c1CSc1ccccc1C(=O)O	6.4%
COc1nnc(-c2ccc(C)c(S(=O)(=O)NCC3CCCO3)c2)c2ccccc12 (stereo not given)	4.4%
Cc1ccc(NS(=O)(=O)c2ccc3oc(=O)ccc3c2)cc1Cl	-3.8%[76.3 µM]
CC(C)(C)c1ccc(C(=O)Nc2nc3nc(-c4ccccc4)cc(=O)n3[nH]2)cc1	-6.4%[76.3 µM]
O=C(NC1CCN(Cc2ccccc2)CC1)c1ccccc1OCc1ccccc1Cl	-17.2%[76.3 µM]
CSc1nc(NCC(C)O)c2c3c(sc2n1)CN(C)CC3 (stereo not given)	-1.0%
CC(=O)Nc1ccc(NC(=O)c2cc(=O)c3cc(C)cc(C)c3o2)cc1	-4.6%
Cc1cn2c(=O)cc(COc3ccccc3NC(=O)c3ccc(C(C)(C)C)cc3)nc2s1	7.2%[76.3 µM]
COc1ccccc1/C=C/c1onc(C)c1S(=O)(=O)N1CCC(C(=O)NC(C)C)CC1	1.6%[76.3 µM]

Not all compounds are listed; count on the stated rates, not on these rows.
